Runt-SMMHC FRET: Runt domain-CBFb-SMMHC interaction inhibition. Cerulean-Runt/Venus-CBFb-SMMHC FRET ratio 530/480, 1 h. Q01196+Q13951. AID 1434. inhibition, % at 20 µM. 220,000 compounds, 0.74% hits;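 active means mean inhibition across duplicate retests at 20 µM reaching about 50%, limit read from the data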;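 further: 0% = DMSO wells and 100% = wells with excess untagged CBFb-SMMHC; inhibitors lower the FRET ratio by blocking Runt binding to CBFb-SMMHC; some results filed as inactive read as strong as hits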
NPY Y1 blocker: antagonists of human neuropeptide Y receptor Y1. inhibition, % at 3.6 µM. P25929. HEK293-CNG Y1 cells, membrane potential fluorescence; NPY at EC95, then isoproterenol. 200,000 compounds, 1% hits;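 active means inhibition above the campaign mean inhibition of all tested compounds plus 3 SD, cut at about 20% in these data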;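 further: 0% = DMSO wells given NPY plus isoproterenol and 100% = isoproterenol alone without NPY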
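Assay system: HEK293 cells with Y1 receptor plus CNG channel | Probe or stimulus: NPY (25 nM), isoproterenol (1 µM), Ro 20-1724 (25 µM) | Timing: Compound incubation 1 h at room temperature, readout 45 min post-stimulation | Measured by: Membrane-potential fluorescent dye readout | Benchmarks: High control isoproterenol alone, low control NPY with isoproterenol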
RBBP9 inhibitor: blocks human serine hydrolase RBBP9; AID 1515; inhibition, % at 7.94 µM; recombinant RBBP9, FP-Rh probe fluorescence polarization; 220,000 compounds, 0.2% hits;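 active means inhibition above the campaign mean of all tested compounds plus 3 SD, cut at about 14% in these data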;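 further: plate controls were DMSO wells with RBBP9 for no effect and wells lacking RBBP9 protein for full effect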
Target sequence (O75884 whole entry, looked up): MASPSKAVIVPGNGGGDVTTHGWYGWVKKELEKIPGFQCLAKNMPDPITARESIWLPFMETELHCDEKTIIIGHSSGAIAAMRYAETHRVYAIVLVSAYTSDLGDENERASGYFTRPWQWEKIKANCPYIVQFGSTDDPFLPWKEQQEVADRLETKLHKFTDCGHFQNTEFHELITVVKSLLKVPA
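Test system: recombinant human RBBP9. Quantity: 2.5 µM RBBP9 dispensing solution, before mixing. Detection: FP readout at 525/598 nm. Reagent: Serine-hydrolase probe FP-Rh, 375 nM pre-mixing. Measure: % inhibition. Control set: DMSO-treated enzyme wells and wells lacking RBBP9. Buffer or medium: Tris-NaCl-Pluronic buffer, pH 8.0. Times: preincubation 30 min plus labeling 45 min at 25 °C.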
NPY2 pot ag: human NPY-Y2 potentiation or agonism, primary screen | activation, % at 3.6 µM | 220,000 compounds, 0.45% hits | P49146 | AID 1359 | cells expressing NPY-Y2, potentiator/agonist read-out; in the data active means activation above about 27%;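 further: cells stimulated with NPY near EC25 plus isoproterenol at EC100; 0% = vehicle plus submaximal agonist and 100% = vehicle plus saturating agonist; some results beyond the cut were filed as inactive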
Runt-CBFb FRET: Runt domain-CBFb interaction inhibition; Q01196+Q13951; Cerulean-Runt/Venus-CBFb FRET ratio 530/480, 1 h; inhibition, % at 20 µM; 220,000 compounds, 0.46% hits; AID 1496;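 active means inhibition over about 50% at 20 µM in the single-dose screen, limit read from the data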;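 further: 0% = DMSO wells and 100% = excess unlabeled CBFb competitor control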
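test system = Cerulean-tagged RUNX1 Runt domain (FRET donor) fusion protein | reagent = Venus-CBFb binding partner, 100 nM | incubation = protein complex preformed 1 h, compound exposure 1 h, room temperature, dark | detection = FRET fluorescence | read-out basis = loss of energy transfer signal | controls = 5 µM unlabeled CBFb as full-inhibition high control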
NPY1 pot ag: potentiators or agonists of human neuropeptide Y receptor Y1. P25929. NPY-Y1 expressing cells, potentiator/agonist activation. activation, % at 3.6 µM. 220,000 compounds, 0.37% hits; in the data active means activation above about 33%, passing the limit was not always enough;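 further: cells stimulated with NPY at EC10 then isoproterenol at EC100; 0% = low agonist plus stimulus and 100% = saturating agonist plus stimulus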
Hck-Nef inh: human Hck-Nef kinase inhibition; Recombinant Hck-YEEI plus Nef, Z-Lyte FRET kinase assay; inhibition, % at 20 µM; 220,000 compounds, 0.68% hits; AID 463187;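 active means Hck-Nef kinase inhibition above about 50%, limit read from the data; inactive means inhibition below that limit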;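 further: 0% = DMSO with Hck plus Nef and 100% = Hck alone without Nef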
Target sequence (P08631 whole entry, looked up): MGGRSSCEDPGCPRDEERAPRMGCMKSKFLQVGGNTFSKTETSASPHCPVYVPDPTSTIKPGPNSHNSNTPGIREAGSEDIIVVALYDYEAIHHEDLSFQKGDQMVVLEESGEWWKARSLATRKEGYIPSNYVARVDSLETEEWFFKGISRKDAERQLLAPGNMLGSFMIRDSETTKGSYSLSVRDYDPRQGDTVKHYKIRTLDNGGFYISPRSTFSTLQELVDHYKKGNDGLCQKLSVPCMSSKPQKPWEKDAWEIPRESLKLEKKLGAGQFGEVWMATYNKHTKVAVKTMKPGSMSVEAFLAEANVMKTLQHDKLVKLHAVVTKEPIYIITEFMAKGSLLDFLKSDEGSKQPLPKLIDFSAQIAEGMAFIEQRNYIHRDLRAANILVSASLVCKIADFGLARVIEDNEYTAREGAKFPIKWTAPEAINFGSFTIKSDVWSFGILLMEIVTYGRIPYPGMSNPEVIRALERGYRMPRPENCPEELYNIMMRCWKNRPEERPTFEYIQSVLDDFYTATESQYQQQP
p97 ATPase inh: blocks human p97 ATPase activity; P55072; recombinant p97 ATPase, Kinase-Glo ATP luminescence, 3 h; inhibition, % at 8 µM; 220,000 compounds, 0.42% hits; AID 1481; in the data active means inhibition above about 15%;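 further: 0% = DMSO vehicle and 100% = wells lacking enzyme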
MDM2 E3 inh: inhibitors of human Mdm2 E3 ubiquitin ligase | signal enhancement, % at 5 µM | AID 1230 | cell-based MDM2 ubiquitination luciferase reporter, 2 h; 0 = plate control, 100 = twice control, blank-subtracted | 210,000 compounds, 0.11% hits | Q00987;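 active means signal enhancement of 30% or more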;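 further: luminescence tracks abundance of the self-degrading MDM2-luciferase fusion protein; higher signal means inhibition of MDM2 E3 ligase activity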
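Test system: mammalian cells stably expressing self-ubiquitinating, self-degrading MDM2 E3–luciferase fusion; Amount: 2000 cells in each well; Medium: DMEM; Schedule: 4 h settle plus 2 h compound, 37 °C; Technique: SteadyLite luciferase luminescence after 15 min room-temperature reagent incubation; Benchmarks: plate control and blank wells.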
Starred values were filed as active, the others as inactive; x = not tested or not shown.

NPY1 pot ag	p97 ATPase inh	MDM2 E3 inh	NPY Y1 blocker	Hck-Nef inh	NPY2 pot ag	Runt-SMMHC FRET	Runt-CBFb FRET	RBBP9 inhibitor	mol
6	-1	-11	5	5	-5	-3	-1	-10	CCC(=O)OCCn1c(Br)nc2c1c(=O)[nH]c(=O)n2C
16	-6	-8	x	23	26	1	-1	-6	CCC(CO)Nc1nc2ccc(Cl)cc2c2ccccc12 (stereo unspecified)
-30	-2	x	10	3	-4	x	x	-6	CCOC(=O)c1cn(CC)c2cc(N3CCCCC3)c(F)cc2c1=O
-26	0	-7	-6	47	6	-6	4	-9	COc1ccc(-n2c(SCC(=O)Nc3sc4c(c3C#N)CCCC4)nnc2-c2ccc(O)cc2)cc1
13	2	1	5	2	-2	4	0	-7	CCc1cccc(CC)c1NC(=O)NC1CCCCC1
15	8	5	-10	0	43*	-2	-6	2	CCn1c2ccccc2c2cc(NC(=O)CSc3nnc(-c4ccccc4OC)n3N)ccc21
-10	2	-8	0	0	-1	3	-1	3	COc1cc(/C=C(\NC(C)=O)C(=O)Nc2ccccc2C)ccc1OC(C)=O
-6	-1	-4	-1	2	-9	4	-2	-6	O=C(CSc1nc2ccccc2c(=O)n1NC(=O)Cc1ccccc1)NCc1ccccc1Cl

NPY1 pot ag	p97 ATPase inh	MDM2 E3 inh	NPY Y1 blocker	Hck-Nef inh	NPY2 pot ag	Runt-SMMHC FRET	Runt-CBFb FRET	RBBP9 inhibitor	mol
7	-2	-12	8	0	-7	-4	1	-13	Cc1ccc(OCCCCNC2CCCCC2)c(C)c1
5	-6	25	1	-2	5	4	-2	-4	COCCNc1ccc(S(=O)(=O)N2CCCC2)cc1[N+](=O)[O-]
-14	3	-9	-2	-1	2	-7	-1	-6	Cc1c(C(=O)N2CC(C)OC(C)C2)sc2nc(-c3ccc(F)cc3)cn12 (stereo unspecified)
19	2	-10	-7	10	2	1	-2	-3	O=C(CN1C(=O)c2cccc3cccc(c23)C1=O)NCCN1CCOCC1
-7	-6	-6	13	-1	-12	-2	-2	-1	Cc1ccccc1Nc1nc(N)nc(CN(C)Cc2ccccc2Cl)n1
-13	-3	-2	3	23	-11	78*	94*	-2	CCCN1CC=C2C(C#N)=C(N)C(C#N)(C#N)C(c3cccc(OC)c3OC)C2C1 (stereo unspecified)
1	3	-7	2	20	0	2	8	-8	CC1(C)CC(NC(=S)Nc2ccc(S(N)(=O)=O)cc2)CC(C)(C)N1
-9	2	-12	1	2	-12	5	0	-3	COc1ccc(CCNC(=O)C(C)Sc2ccccc2)cc1OC (stereo unspecified)

NPY1 pot ag	p97 ATPase inh	MDM2 E3 inh	NPY Y1 blocker	Hck-Nef inh	NPY2 pot ag	Runt-SMMHC FRET	Runt-CBFb FRET	RBBP9 inhibitor	mol
10	0	-11	9	-1	-1	3	-2	1	COc1ccc(CNc2oc(COc3ccccc3Cl)nc2C#N)cc1
-21	2	-14	6	2	6	2	-2	-6	c1ccc2[nH]c(SCc3ccc(-c4nnco4)cc3)nc2c1
6	5	-12	0	21	5	2	2	1	CC(C)C(C(=O)O)N1CCS(=O)(=O)CC1 (stereo unspecified)
9	2	-12	-3	13	11	2	0	-9	O=C(NCc1nnc(SCC(=O)N2CCc3ccccc32)o1)c1ccco1
-7	-1	x	1	-1	-6	1	4	-4	Cc1ccc(CNC(=O)C2=CCN(S(=O)(=O)c3ccc(C)cc3)CC2)cc1
2	4	10	3	5	5	-4	0	4	COC(=O)c1c(C)oc2ccc(N(C(=O)Oc3ccccc3)S(=O)(=O)c3ccc(Cl)c([N+](=O)[O-])c3)cc12
16	2	3	-3	0	-2	0	-1	-1	COc1ccccc1C1CN=NC12CCCc1ccccc1C2=O (stereo unspecified)
-23	5	13	13	-15	-5	0	-3	0	CCn1cc(Br)c(C(=O)Nc2ccccc2C(=O)OC)n1

2 of the compounds above, with two lines to a compound:
Each structure is followed by: NPY1 pot ag	p97 ATPase inh	MDM2 E3 inh	NPY Y1 blocker	Hck-Nef inh	NPY2 pot ag	Runt-SMMHC FRET	Runt-CBFb FRET	RBBP9 inhibitor
CC(C)C(C(=O)O)N1CCS(=O)(=O)CC1 (stereo unspecified)
 : 6	5	-12	0	21	5	2	2	1
COC(=O)c1c(C)oc2ccc(N(C(=O)Oc3ccccc3)S(=O)(=O)c3ccc(Cl)c([N+](=O)[O-])c3)cc12
 : 2	4	10	3	5	5	-4	0	4

Next part
NPY1 pot ag	p97 ATPase inh	MDM2 E3 inh	NPY Y1 blocker	Hck-Nef inh	NPY2 pot ag	Runt-SMMHC FRET	Runt-CBFb FRET	RBBP9 inhibitor	mol
-28	2	-3	5	-2	-12	-3	-2	3	COc1ccc(/C=N/NC(=O)C(O)(c2ccccc2)c2ccccc2)cc1OC
4	2	-10	7	1	-13	0	7	4	N#Cc1cc2c(nc1SCC(=O)N1CCOCC1)CCCCC2
5	1	-2	4	-11	-17	-8	1	4	O=C(c1ccccn1)C1CCCN(Cc2cn[nH]c2-c2cc3ccccc3o2)C1 (stereo unspecified)
-6	3	-9	12	17	-13	0	0	6	CCN(Cc1ccccc1)C(=O)C1CCN(Cc2ccc(SC)cc2)CC1
-14	3	-2	4	17	1	2	0	3	O=C(COC(=O)c1cncc(Br)c1)Nc1ccc2c(c1)OCO2
-10	2	-7	-3	-20	4	2	1	7	O=C(NNS(=O)(=O)c1ccc(Br)cc1)C1CCCCC1
-6	6	-82	1	6	7	0	1	-1	CC(=O)N1C(c2ccccc2)CC(=O)OC1c1ccc2c(c1)OCO2 (stereo unspecified)
1	0	5	4	1	7	-11	-3	-4	COc1ccc(F)cc1S(=O)(=O)NC1CC(C)(C)NC(C)(C)C1

NPY1 pot ag	p97 ATPase inh	MDM2 E3 inh	NPY Y1 blocker	Hck-Nef inh	NPY2 pot ag	Runt-SMMHC FRET	Runt-CBFb FRET	RBBP9 inhibitor	mol
-23	-2	-24	5	-1	-1	0	-1	-5	O=c1c(Cl)c(N2CCN(S(=O)(=O)c3ccc(F)cc3)CC2)cnn1-c1cccc(Cl)c1
-5	-2	4	2	1	-5	1	-3	-10	CCC(OC(=O)c1cc2sccc2n1C)C(=O)NCC1CCCO1 (stereo unspecified)
0	-4	-9	-10	-1	3	4	1	-10	O=C(OCc1nc2ccc(Cl)cc2n1CCO)c1ccc(O)cc1
-6	4	-21	4	20	8	3	-2	8	COc1cccc(CNS(=O)(=O)/C=C/c2ccc(OC)c(OC)c2)c1
8	-1	-6	5	1	-2	-3	0	8	Cc1cc(C)n(CC(O)Cn2c(C)c(C)c3ccccc32)n1 (stereo unspecified)
14	-2	-18	-1	1	4	0	-5	5	CC(C)(C)NC(=O)NC(=O)CN1CCN(c2ncc(C(F)(F)F)cc2Cl)CC1
-24	1	-19	-2	1	-22	2	-4	11	CCOC(=O)N1CCN(C(=O)c2cnn3c(C(F)F)cc(-c4ccc(C)cc4)nc23)CC1
5	-3	1	1	-6	4	18	13	-10	N#CC1=C(N)C(C#N)(C#N)[C@H](c2ccncc2)[C@H]2CN(C(=O)OCc3ccccc3)CC=C12

NPY1 pot ag	p97 ATPase inh	MDM2 E3 inh	NPY Y1 blocker	Hck-Nef inh	NPY2 pot ag	Runt-SMMHC FRET	Runt-CBFb FRET	RBBP9 inhibitor	mol
-1	4	-21	-7	30	1	7	36	3	Cc1ccc(-c2nn(-c3ccccc3)cc2C=O)o1
8	5	-7	6	0	0	2	4	5	CS(=O)(=O)N1CCN(c2ccc(NC(=O)Cc3ccccc3)cc2)CC1
-14	2	-5	x	44	-12	0	0	-3	c1ccc(Nc2ncnc3[nH]ncc23)cc1
-43	4	-42	22*	-17	-47	-2	-2	17*	O=C(Nc1nnc(C2=COCCO2)o1)c1ccc(Cc2ccccc2)cc1
1	6	-19	6	23	16	-3	1	4	CC(=O)N(C)c1cccc([N+](=O)[O-])c1
-8	7	-23	x	2	-4	-2	1	-5	C[C@@H](C(=O)NCCCCCC(=O)O)n1nnc2ccccc2c1=O
-6	1	-4	37*	12	12	2	1	-9	CCOC(=O)C1CCN(C(=O)CCS(=O)(=O)c2ccc3c(c2)CC(C)N3C(=O)CC)CC1 (stereo unspecified)
28	-1	-28	-2	0	20	9	21	-7	COc1ccc(Nc2nc(-c3cccs3)cs2)cc1

NPY1 pot ag	p97 ATPase inh	MDM2 E3 inh	NPY Y1 blocker	Hck-Nef inh	NPY2 pot ag	Runt-SMMHC FRET	Runt-CBFb FRET	RBBP9 inhibitor	mol
-16	2	-9	4	-5	-8	1	2	-7	CSCC(C)N1CCC(CO)(CCc2ccccc2)CC1 (stereo unspecified)
-27	-1	0	7	3	-20	1	-1	-4	Clc1ccc(Cl)c(OCCCCNCc2ccccc2)c1
-13	1	-11	5	-2	11	-1	-1	0	COC(=O)c1cc(NC(=O)CN2CCC(C(N)=O)(N3CCCCC3)CC2)cc(C(=O)OC)c1
4	0	-5	-2	0	7	-4	0	-4	COC(=O)c1c(-c2ccc(Br)cc2)noc1N
-6	5	-4	4	10	3	-1	-3	-2	Cc1cc(N)c(C)c([N+](=O)[O-])c1C
-38	-3	-7	0	6	-4	3	4	-11	COCCn1c(=S)[nH]c2cc(OC)c(OC)cc2c1=O
1	-4	-84	6	12	-14	3	-2	-9	Cc1ccc(C(=O)n2c(N)nc3ccccc32)cc1
-23	-3	-10	4	0	-4	1	-2	-2	CC1(C)CC(=O)c2cc(C(=O)NC3CCSC3=O)c(=O)n(-c3ccc(Cl)cc3)c2C1 (stereo unspecified)
0	-6	-13	x	-5	-15	1	1	-3	Cc1nc(-c2ccccn2)nc(N2CCOCC2)c1Cl

Assay outcomes (PubChem)
